VP16 counter = inhibits Gal4-VP16 luciferase reporter, ROR gamma counter-screen. Drosophila S2 Gal4-VP16 UAS-luciferase, luminescence, 20 h. Potency, µM (highest dose often 53.6 µM), without a hit: at the highest dose activity, negative = inhibition, usual class: inhibitors. hit rate 3.5% among 310,000. AID 2546;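 further: Gal4-VP16 expression switched on by copper sulfate through the metallothionein promoter; potency means the concentration at half of the fitted maximal effect; on the % scale 0 is the no-effect control and ±100 the full control effect; nearly all actives have a fitted effect of over 50% in size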
Rab9 promoter act = activates the Rab9 promoter | Potency, µM (doses to about 9.22 µM), for inactives: at the highest dose activation, negative = inhibition, actives largely listed as activators | hit rate 2.8% among 320,000 | Huh7 Rab9 promoter-luciferase reporter, luminescence, 24 h | AID 485297; further: potency means the concentration at half of the fitted maximal effect; % of control where 0% means no effect; nearly all actives have a fitted effect of over 60% in size
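Steps: seed 1500 Huh7 Rab9-luc cells per well, rest 2 h at 37 °C; add compound in DMSO; incubate 24 h; add luciferase reagent, 10 min ambient; read luminescence.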
Menin MLL FP TR = inhibitors of human menin-MLL interaction, mutant MLL peptide; Potency, µM (doses to about 61.6 µM), without a hit: at the highest dose FP activity change, negative = inhibition, hits mostly inhibitors; O00255; hit rate 0.23% among 270,000; Menin + Texas Red MLL mutant peptide, fluorescence polarization; AID 1768; active means well fitted inhibition curve with a large enough effect in the polarisation, with a control signal flat, not every such curve was filed as active; inconclusive means small, poorly fitted or top-dose-only effect, or effect the other way, or a change in a side signal; inactive means no such curve, though single readings can be large or run the other way; the % refers to the polarisation; further: potency means the concentration at half of the fitted maximal effect; % of control where 0% means no effect; many of its hits are not listed in these tables
Target sequence (O00255 whole entry, looked up): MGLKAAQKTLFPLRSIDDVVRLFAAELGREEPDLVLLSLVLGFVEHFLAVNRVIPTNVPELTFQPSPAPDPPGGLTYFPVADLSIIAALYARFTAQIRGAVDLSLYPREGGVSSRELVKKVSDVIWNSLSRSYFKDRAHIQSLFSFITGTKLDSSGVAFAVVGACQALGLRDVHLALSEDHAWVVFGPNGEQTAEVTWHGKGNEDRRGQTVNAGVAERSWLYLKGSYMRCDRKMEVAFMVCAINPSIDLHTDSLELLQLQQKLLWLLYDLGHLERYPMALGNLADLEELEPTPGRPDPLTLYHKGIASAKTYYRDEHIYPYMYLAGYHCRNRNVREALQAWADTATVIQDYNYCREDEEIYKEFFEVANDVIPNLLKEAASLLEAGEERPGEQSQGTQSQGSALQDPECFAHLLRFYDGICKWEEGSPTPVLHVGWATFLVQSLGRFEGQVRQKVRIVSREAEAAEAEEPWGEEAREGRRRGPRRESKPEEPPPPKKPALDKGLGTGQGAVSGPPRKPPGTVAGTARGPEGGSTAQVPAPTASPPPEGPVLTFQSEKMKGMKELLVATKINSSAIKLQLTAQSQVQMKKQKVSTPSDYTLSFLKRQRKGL
Giardia kill = kills Giardia lamblia; activity change, % at 7.66 µM, hits read low; hit rate 0.15% among 340,000; Giardia lamblia trophozoite viability; in the data active means activity change below about -80%; inconclusive means between about -30% and that limit;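 further: parasites exposed to compound for two days anaerobically before the ATP read; on the % scale 0 is the no-effect control and ±100 the full control effect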
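Luminescent ATP signal served as the viability read-out, measured 15-30 min after adding ATP detection reagent to trophozoites that had been incubated with compounds for 48 hrs at 37 deg C anaerobically at 100 cells/well.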
p53 reactivation = re-activators of mutant p53; H1299 p53-A138V BP100-luciferase reporter, luminescence, 24 h; Potency, µM (series often up to 92.2 µM), for inactives: top-dose activity change, positive = activation, hits mostly activators; hit rate 0.063% among 320,000; AID 504706; further: potency means the concentration at half of the fitted maximal effect; % of control where 0% means no effect; nearly all actives have a fitted effect of over 45% in size
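H1299 (p53-null), stable ts p53-A138V + BP100-Luc; 1000 cells/well, Opti-MEM/10% FBS; cpd 4 pt, 1:5; 24 h, 37 deg C, 5% CO2; detection reagent 10 min RT; luminescence.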
ELG1 genotoxic = genotoxicity induction in ELG1-luciferase HEK293T cells | Potency, µM (doses to about 46 µM), inactives show at the top dose activity change, positive = activation, usual class: activators | hit rate 1.3% among 330,000 | AID 504466 | HEK293T ELG1-luciferase reporter, luminescence, 16 h; further: potency means the concentration at half of the fitted maximal effect; % of control where 0% means no effect; nearly all actives have a fitted effect of over 60% in size
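ELG1-luciferase HEK293T cells, 2,000/well; compound pinned in; 16 hr, 37 °C, 5% CO2; ONE-Glo, 30 min RT; luminescence on CCD imager.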
NPC1 prom act = NPC1 promoter activation | Huh7 NPC1 promoter luciferase reporter, 24 h | Potency, µM (highest dose often 9.22 µM), without a hit: top-dose activation, most hits filed as activators | hit rate 2.4% among 320,000;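 further: potency means the concentration at half of the fitted maximal effect; % of control where 0% means no effect; nearly all actives have a fitted effect of over 60% in size; reporter is driven by a mutant NPC1 promoter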
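Readout is luciferase luminescence, reflecting NPC1 promoter activation in stably transfected Huh7 cells after 24 h compound exposure at 37 °C in reduced-serum medium with 10% FBS.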
BRCA1 expr up = activators of BRCA1 expression | MCF7-BRCA1-FFLuc reporter, luminescence, 48 h; response scale: scaled: vehicle 0%, 10 µM genistein 100% | Potency, µM (doses to about 46.1 µM), without a hit: at the highest dose activation, usual class: activators | hit rate 1.1% among 380,000 | AID 624202; further: potency means the concentration at half of the fitted maximal effect; nearly all actives have a fitted effect of over 80% in size; some results filed as inactive show a strong effect at the top dose
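Activators of BRCA1 expression were detected as increased firefly luciferase luminescence in engineered MCF7 cells after 48 h compound incubation. Signals were scaled to genistein 10 microM as full activation.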
FLuc counter = firefly luciferase modulation, counter-screen for miR-21 project; hit rate 6.9% among 360,000; AID 588342; purified FLuc, Km substrates, luminescence inhibition; Potency, µM (titrated, usually from 57.5 µM), without a hit: top-dose activity change, negative = inhibition, most hits filed as inhibitors; P08659;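 further: potency means the concentration at half of the fitted maximal effect; plate controls were vehicle for no effect and reference inhibitor for full effect; nearly all actives have a fitted effect of over 55% in size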
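Purified P. pyralis luciferase, 10 nM final, with Km-level 10 uM D-luciferin and 10 uM ATP in 50 mM Tris acetate pH 7.5, 10 mM Mg acetate, 0.01% Tween-20, 0.05% BSA; 6-point qHTS titration about 60 µM downward; luminescence read.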
PKM2 activator = increases activity of human pyruvate kinase M2; hit rate 0.34% among 260,000; P14618; Potency, µM (doses to about 57.5 µM), without a hit: at the top dose activation, most hits filed as activators; purified PKM2, Kinase-Glo ATP luminescence, activation; response scale: 0% is enzyme alone, no compound; further: potency means the concentration at half of the fitted maximal effect; on the % scale 0 is the no-effect control and ±100 the full control effect; nearly all actives have a fitted effect of over 55% in size
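ATP formation by purified human PK-M2, quantified via coupled luciferase luminescence after 1 h at room temperature with 0.1 mM ADP and 0.5 mM PEP final.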
RORgamma inh = ROR gamma (mouse) transcription inhibition; P51450; Drosophila S2 Gal4-RORgamma UAS-luciferase reporter, 20 h; Potency, µM (titrated, usually from 53.6 µM), inactives show top-dose activity change, negative = inhibition, most hits filed as inhibitors; hit rate 5.4% among 310,000; AID 2551; further: potency means the concentration at half of the fitted maximal effect; on the % scale 0 is the no-effect control and ±100 the full control effect; nearly all actives have a fitted effect of over 60% in size
Target sequence (P51450 whole entry, looked up, the tested form may be a part): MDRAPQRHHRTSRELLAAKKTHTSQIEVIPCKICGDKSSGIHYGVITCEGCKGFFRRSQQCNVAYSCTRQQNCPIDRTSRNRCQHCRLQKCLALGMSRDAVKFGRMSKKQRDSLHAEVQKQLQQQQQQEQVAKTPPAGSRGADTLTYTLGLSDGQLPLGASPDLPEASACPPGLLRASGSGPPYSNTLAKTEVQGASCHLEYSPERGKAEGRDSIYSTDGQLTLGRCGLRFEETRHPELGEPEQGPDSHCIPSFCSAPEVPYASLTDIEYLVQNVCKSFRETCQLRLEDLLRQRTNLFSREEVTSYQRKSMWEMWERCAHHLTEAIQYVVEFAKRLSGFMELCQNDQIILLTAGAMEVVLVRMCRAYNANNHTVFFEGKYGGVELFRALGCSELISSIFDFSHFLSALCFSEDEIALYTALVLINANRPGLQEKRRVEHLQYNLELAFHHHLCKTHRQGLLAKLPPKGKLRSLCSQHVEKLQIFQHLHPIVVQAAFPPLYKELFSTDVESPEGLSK
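Using a luciferase readout, inhibitors were identified by reduced reporter activity in Drosophila cells coexpressing a copper-inducible Gal4–ROR gamma fusion and UAS-driven Photinus luciferase, incubated 20 hr after 700 uM copper sulfate.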
An asterisk follows results filed as active; ? = inconclusive; nt = no result given; & = joins results of further samples; [ ] = remark or other dose. Unless noted, the call rests on the fitted dose curve; in most records, active means well fitted curve in the direction sought with a large enough effect; inconclusive means small, poorly fitted or top-dose-only effect, or another doubt; inactive means no such curve, though single readings can be large; an effect the other way counts as inactive or inconclusive. Some of the compounds tested, so the mix of outcomes need not match the whole.

SMILES	VP16 counter	Rab9 promoter act	Menin MLL FP TR	Giardia kill	p53 reactivation	ELG1 genotoxic	NPC1 prom act	BRCA1 expr up	FLuc counter	PKM2 activator	RORgamma inh
CC(C)(C)c1ccc(C(=O)NCCCN2CCN(CCCNC(=O)c3ccc(C(C)(C)C)cc3)CC2)cc1	13µM*	-19%	-13%	-1	-34%[inhibitor]	nt	-3%	-77%[inhibitor]	?	-14%	7.1µM*
CS(=O)(=O)N1CCCC(C(=O)NCCCN2CCN(Cc3ccccc3)CC2)C1 (centres undefined)	-6%	2%	-1%	-2	1%	2%	-7%	-1%	5%	0%	-11%
Cc1csc(NC(=O)CSc2nc(=O)cc(N)n2-c2ccc(F)cc2)n1	-4%	2%	-1%	-6	-7%	1%[9.26 µM]	-3%	3%	1%	nt	7%
O=S(=O)(c1ccc(OCC2CO2)cc1)c1ccc(OCC2CO2)cc1 (centres undefined)	3%	4%	9%	-10	-4%	12%	4%	-52%	-15%	?	-15%
CCOC(=O)CSC1=C(C#N)C(c2ccccc2OC)CC(=O)N1 (centres undefined)	4%	-1%	-4%	10	-1%	1%	2%	-25%	2%	8%	4%
CCc1ccc2nc(SCC(=O)Nc3ccccc3N3CCOCC3)c(C#N)cc2c1	-3%	-29%	nt	33[activator]	-2%	0%	-35%[inhibitor]	-43%	-2%	-2%	-9%
COc1ccccc1N1CCN(S(=O)(=O)CCNC(=O)C2CCCC2)CC1	nt	-2%	nt	7	0%	-14%	0%	-22%	-1%	nt	nt
COCCNc1nnc(SCC(=O)Nc2sc3c(c2C(=O)c2ccccc2)CCCC3)s1	?	1%	?	1	-15%	-9%	2%	-45%	-6%	-16%	16µM*
Oc1ccc(C(c2nnnn2CCc2ccccc2)N2CCN(c3nc4ccccc4s3)CC2)cc1 (centres undefined)	-2%	-4%	nt	-4	0%	-11%	1%	-34%	3%	-3%	33%
Oc1c(Br)cc(/C=N/n2c(-c3ccccc3)n[nH]c2=S)cc1Br	1%	0%	?	-19	-19%	-6%	-3%	-20%	-15%	-11%	?
CCCN1C(=O)NC2(O)C(=O)c3ccccc3C12O (centres undefined)	4%	2%	-15%	-9	-13%	0%	0%	0%	-3%	-21%	22%
C=CCn1c(SCC(=O)N2CCOCC2)nc2c([nH]c3ccccc32)c1=O	1%	8%	nt	14	-20%	-3%	17%	-42%	5%	-3%	2%
COc1ccc(-n2c(SCC(=O)Nc3cccc4ccccc34)nc(O)cc2=O)cc1	12%	-2%	nt	4	0%	0%	-5%	-24%	-2%	6%	35µM*
CC(C)NC(=O)c1ccccc1NC(=O)CN(c1ccc2c(c1)OCO2)S(C)(=O)=O	-3%	3%	30%[activator]	27	?	-3%	0%	0%	10%	-2%	2%
Cc1c(C(=O)Nc2ccc(Oc3ccccc3)cc2)sc2nc3n(c(=O)c12)CCC3	-7%	0%	19%	-1	?	-4%	3%	-72%	?	4%	?
Cc1cccc(N(CC(=O)NC(C)C)C(=O)c2ccc(N3CCCC3)nc2)c1	3%[10 µM]	-8%	-17%	-19	-2%	-3%	-6%	0%	-4%	-1%	2%
Cc1ccc(NC(=O)CSc2nnc(COc3ccccc3C)o2)cc1	-6%	0%	-9%	-16	5%	1%	-8%	-9%	?	-3%	6%
Cc1ccc(C(=O)c2cc([N+](=O)[O-])ccc2N2CCOCC2)c(C)c1	-2%	-30%[inhibitor]	?	-13	7%	1%	-5%	-84%	1%	-5%	-20%
OCCN(Cc1ccccc1)CC(O)COc1ccc2c(c1)OCO2 (centres undefined)	-8%	3%	-21%	-12	-7%	0%	-4%	5%	4%	nt	8%
O=C(NCc1cccc(F)c1F)C1CCC(=O)N(C2CC2)C1 (centres undefined)	-5%	8%	nt	21	-2%	0%	3%	6%	3%	-15%	9%
CC(NS(=O)(=O)OCC(Cl)(Cl)Cl)c1ccc(Br)cc1 (centres undefined)	-10%	2%	15%	-16	7%	-1%	-1%	-5%	-1%	-19%	32%
O=C(CC(=O)Nc1ccccc1F)Nc1ccccc1F	1%	-4%	-8%	9	1%	2%	0%	-22%	-9%	nt	-2%
CC1CCc2nc3ccccc3c(C(=O)OCC(=O)NC3CCS(=O)(=O)C3)c2C1 (centres undefined)	7%	-9%	-17%	-19	-3%	-5%	-1%	-10%	1%	-1%	0%
Cc1ccc(-c2csc3nc(C)n(N)c(=O)c23)cc1	4%	-12%	1%	-12	-3%	1%	-6%	-8%	-4%	3%	0%
c1ccn2c(SCc3ccc4c(c3)OCCO4)nnc2c1	?	3.5µM*	-14%	-18	?	21µM*	?	?	?	23%	?
SMILES	VP16 counter	Rab9 promoter act	Menin MLL FP TR	Giardia kill	p53 reactivation	ELG1 genotoxic	NPC1 prom act	BRCA1 expr up	FLuc counter	PKM2 activator	RORgamma inh
CC(C)(C)C(=O)Nc1ccc(S(=O)(=O)c2ccc(NC(=O)C(C)(C)C)cc2)cc1	6%	-4%	nt	32[activator]	-2%	-5%	2%	6%	-1%	-4%	3%
O=c1c2cn[nH]c2[nH]c(=S)n1-c1cccc2ccccc12	-15%	-6%	-2%	-2	-1%	2%	-1%	-13%	2%	-2%	-44%
CCOc1ccc(NS(=O)(=O)c2ccc(C(=O)NCc3ccccn3)cc2)cc1	nt	-3%	nt	-4	-1%	17%	-1%	-23%	1%	nt	nt
C=CCNCCOCCOc1ccc(Cl)cc1C(C)(C)C	-1%	-3%	-19%	-12	0%	-3%	0%	-18%	0%	-17%	-1%
NS(=O)(=O)c1ccc(NC(=O)CCCC(=O)O)cc1	1%	-1%	-1%	6	2%	-2%	-6%	12%	-2%	0%	18%
Cc1ccc(-c2nn(-c3cc(Cl)ccc3[N+](=O)[O-])c(=O)c3ccccc23)cc1	-3%	-2%	12%	21	-6%	-4%	0%	-33%	-1%	1%	3%
COC(=O)[C@H](Cc1ccccc1)NC(=O)[C@@H](N)CC(=O)O	-2%&-4%	nt	14%	-1	nt	nt	nt	23%	nt	nt	22%&2%
COc1ccc(CNC(=O)c2ccc3c(c2)N(C)CCS3)cc1	4%	12%	0%	-6	nt	6%	11%	0%	?	0%	45%
O=C(COC(=O)C1CC2C=CC1C2)Nc1cccc(S(=O)(=O)N2CCCCC2)c1 (centres undefined)	-22%	0%	-11%	2	-7%	-2%	-6%	0%	-17%	-13%	32%
Cc1ccc(O)c(NC(=O)c2cc(-c3ccc(F)cc3)on2)c1	-13%	27%	?	-8	11%	8%	?	?	-13%&-1%	-8%	5%
Cc1occc1-c1nnc(SCC(=O)c2ccc(F)cc2)n1Cc1ccco1	20%	-7%	-19%	2	-10%	-1%	3%	-34%	5%	0%	16%
Cc1ccc(N(CC(=O)N2CCc3ccccc32)C2=NC(=O)CS2)cc1	7%	8%	-5%	-5	2%	6%	1%	-5%	-1%	4%	-41%
Cc1ccc(C(=O)CC2(O)C(=O)N(Cc3ccc4c(c3)OCO4)c3ccccc32)cc1 (centres undefined)	-7%	0%	3%	1	-5%	-1%	-6%	-15%	-4%	10%	46%
O=C(CSc1nnnn1C1CCCCC1)NCc1cccs1	-7%	-1%	2%	-15	0%	2%	-4%	-2%	0%	-2%	3%
Cc1ccc(CN(C)c2nc(-c3cccnc3)nc3ccccc23)o1	22%	4%	-21%	3	-3%	-10%	-4%	8%	2%	5%	16%
NC(=O)Cc1ncc(C(F)(F)F)cc1Cl	-13%	-3%	-4%	3	-2%	4%	-3%	-10%	1%	1%	-4%
CC(C)(C)OC(=O)NCCC(=O)N/N=C/c1cccc2cccnc12	-5%	-4%	nt	-29	0%	-4%	-1%	-17%	-2%	2%	?
CCN(CC)S(=O)(=O)c1ccc(S(=O)(=O)N2CCN(CCC#N)CC2)cc1	-2%	-1%	-15%	-6	-6%	32%	-4%	-6%	0%	-6%	-13%
CC(Sc1nc(O)c(-c2ccccc2)c(=O)[nH]1)C(=O)Nc1ccc(Cl)cc1 (centres undefined)	-10%	17%	?	13	9%	7%	-1%	12%	?	15%	0%
Cc1ccc(-c2nnc(Oc3cccc(C)c3)c3ccccc23)cc1	0%	26%	-24%	11	nt	10%	18%	50%	?	-1%	-2%
COc1cccc(CNS(=O)(=O)/C=C/c2ccc3c(c2)OCO3)c1	-6%	3%	1%	3	-2%	-3%	-1%	-2%	-1%	2%	9%
Cc1cc(C)nc(NC(=O)c2ccc(Br)cc2)n1	2%	-2%	-2%	-11	0%	-3%	2%	-6%	2%	nt	-10%
COCCN(CCOC)C(=O)c1cc2c(=O)n3ccccc3nc2s1	9%	13%	-15%	0	?	3%	-2%	-17%	-10%	0%	-5%
COc1cc(Cl)cc2c1Sc1ccccc1/C2=C/CCN(C)C	-6%	0%	?	-1	-9%	-2%	-3%	-77%	1%	2%	-21%
CCOC(=O)CSc1nnc(-c2ccncc2)o1	-6%	-7%	3%	22	-5%	1%	-10%	1%	2%	5%	-11%
CCc1ccc(OC)c(S(=O)(=O)Nc2ccccc2C)c1	15%	-3%	27%	-1	-1%	-2%	-2%	16%	3%[2.3 µM]	6%	13%

Screening data deposited in PubChem BioAssay by National Center for Advancing Translational Sciences (NCATS).
